Bioassay records (PubChem)
ANO1 block: TMEM16A chloride channel inhibitors, primary screen, cell-based, HTS; HEK293 TMEM16A/YFP iodide influx fluorescence, ionomycin; normalized B-score (activity score, 25-100; higher = stronger inhibition) at 10 µM; actives 1.2% (n = 310,000);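 active means ratio plate-corrected score three or more library SD toward inhibition, starting fluorescence score within five deviations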;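 further: score derived from kinetic fluorescence span divided by baseline fluorescence per well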
ANO1 activ: TMEM16A chloride channel activators or potentiators, primary screen, cell-based, HTS; Anoctamin-1 (Mus musculus), Q8BHY3; HEK293 TMEM16A/YFP-H148Q/I152L, iodide quench fluorescence; active compounds read low; B-score at 10 µM; actives 0.3% (n = 340,000);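 active means fluorescence-ratio B-score plate-corrected deviation score at least 3 library SD below zero, with starting fluorescence score within 5 deviations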;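 further: channel opened by trigger with iodide after compound preincubation; score built on the fluorescence ratio of max minus min over baseline; more negative score means more quench and so TMEM16A activation or potentiation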
TRPC6 act: mouse TRPC6 channel activators, primary screen, cell-based, HEK293, membrane potential dye | HEK293-TRPC6 membrane potential dye fluorescence; active compounds read high | B-score at 10 µM | actives 0.13% (n = 310,000) | AID 2550, 2010;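 active means B-score of the integrated fluorescence ratio above library mean plus 3 SD, and starting fluorescence ratio within library mean plus 5 SD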;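 further: higher score means more depolarization so channel activation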
TRPC6 inhibitor: mouse TRPC6 channel inhibitors, primary screen, cell-based, HEK293, membrane potential dye; AID 2553, 2010; B-score at 10 µM; ACh-evoked depolarization; active compounds read low; actives 1.1% (n = 310,000); Short transient receptor potential channel 6 (Mus musculus), Q61143;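 active means B-score under library mean minus 3 SD, initial fluorescence not abnormally high, positive integrated signal ratio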;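 further: B-score derived from integrated fluorescence ratio over the kinetic read; more negative B-score means stronger inhibition of depolarization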
TRPC4 block: inhibitors of mouse TRPC4 channel, primary screen, Fluo4 calcium, HEK293 TRPC4beta/mu-opioid cells | DAMGO-evoked Fluo4 calcium flux; active compounds read low | B-score at 10 µM | actives 0.39% (n = 300,000);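 active means B-score over 3 SD under the library average, no early fluorescence shift, positive overall ratio signal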
Target sequence (Q9QUQ5 whole entry, looked up): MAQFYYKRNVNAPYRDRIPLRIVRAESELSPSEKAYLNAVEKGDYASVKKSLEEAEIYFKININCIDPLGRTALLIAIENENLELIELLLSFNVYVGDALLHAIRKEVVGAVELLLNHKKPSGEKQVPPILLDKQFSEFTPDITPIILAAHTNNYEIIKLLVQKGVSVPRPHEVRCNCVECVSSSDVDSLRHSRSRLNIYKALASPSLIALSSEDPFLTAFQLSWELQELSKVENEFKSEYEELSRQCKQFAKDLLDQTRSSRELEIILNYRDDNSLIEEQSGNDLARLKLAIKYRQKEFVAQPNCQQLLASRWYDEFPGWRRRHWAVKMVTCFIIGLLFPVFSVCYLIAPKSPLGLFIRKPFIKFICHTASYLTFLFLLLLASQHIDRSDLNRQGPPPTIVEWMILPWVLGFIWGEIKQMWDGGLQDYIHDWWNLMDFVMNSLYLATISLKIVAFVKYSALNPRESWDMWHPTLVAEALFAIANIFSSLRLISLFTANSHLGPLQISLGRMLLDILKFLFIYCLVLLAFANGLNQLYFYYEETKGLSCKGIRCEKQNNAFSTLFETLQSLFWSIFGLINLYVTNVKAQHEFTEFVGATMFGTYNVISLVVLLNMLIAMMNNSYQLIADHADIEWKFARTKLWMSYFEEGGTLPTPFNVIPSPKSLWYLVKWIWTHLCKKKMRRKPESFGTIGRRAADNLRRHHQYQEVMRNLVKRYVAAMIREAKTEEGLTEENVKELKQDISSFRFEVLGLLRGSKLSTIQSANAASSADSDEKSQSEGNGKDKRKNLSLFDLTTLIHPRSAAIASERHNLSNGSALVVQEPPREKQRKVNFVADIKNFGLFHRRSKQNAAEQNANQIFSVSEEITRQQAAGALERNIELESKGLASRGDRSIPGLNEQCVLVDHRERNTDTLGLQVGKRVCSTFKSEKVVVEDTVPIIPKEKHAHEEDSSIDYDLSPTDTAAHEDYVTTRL
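Material: HEK293 cells with stable TRPC4beta plus mu-opioid receptor expression / Probe or stimulus: DAMGO in two steps, submaximal then maximal / Compound: single concentration per test compound / Technique: kinetic Fluo4 fluorescence imaging of calcium influx / Read-out: per-well B score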
MrgX1 antagonist: antagonists of human MrgX1 receptor, primary screen, HEK293 cells, Fluo-4 calcium flux | Mas-related G-protein coupled receptor member X1 (Homo sapiens), Q96LB2 | BAM8-22 antagonism; active compounds read low | B-score at 10 µM | actives 1.3% (n = 310,000);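 active means calcium-response B-score plate-corrected more than 3 library SD below zero, starting fluorescence within 5 deviations, no agonist response on first addition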;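 further: peak minus trough fluorescence over baseline after final BAM8-22 challenge near maximal dose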
TRPC4 agonist: activators of mouse TRPC4 channel, primary screen, Fluo4 calcium, HEK293 TRPC4beta/mu-opioid cells; B-score at 10 µM; Short transient receptor potential channel 4 (Mus musculus), Q9QUQ5; Fluo4 calcium fluorescence; active compounds read high; actives 0.49% (n = 310,000);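 active means B-score above 5 SD of library B-scores, and initial fluorescence ratio not above library mean plus 5 SD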;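 further: positive B-score marks a calcium rise read as TRPC4 activation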
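System – HEK293 cells stably co-expressing mouse TRPC4beta and mu-opioid receptor · Signal – Fluo4 calcium-sensitive dye fluorescence, kinetic, 1 Hz baseline · Benchmarks – buffer (low) and maximal DAMGO (high) · Read-out – B score of integrated fluorescence ratio per well · Incubation – dye loading 45 min room temperature, 110 s kinetic read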
MrgX1 agonist: agonists of human MrgX1 receptor, primary screen, HEK293 cells, Fluo-4 calcium flux; B-score at 10 µM; Mas-related G-protein coupled receptor member X1 (Homo sapiens), Q96LB2; Fluo-4 calcium fluorescence, agonist mode; active compounds read high; AID 588627, 2011; actives 0.44% (n = 310,000);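 active means calcium response B-score plate-corrected fluorescence ratio at least 3 library SD, with starting fluorescence B-score inside 5 SD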
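System – MrgX1-expressing HEK293 cells · Incubation – cells plated overnight, dye loaded 0.5 h 37 °C, 0.5 h room temperature · Technique – kinetic Fluo-4 NW fluorescence of intracellular calcium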
RGS4 inh: RGS4 inhibitors, primary screen, cell-based, HEK293 M3R inducible RGS4, calcium flux; Regulator of G-protein signaling 4 (Homo sapiens), P49798; actives 0.45% (n = 310,000); B-score at 10 µM; AID 463165, 2010; Fluo-4 calcium flux; active compounds read high; triggered by carbachol at its EC20;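 active means B-score, a plate-corrected calcium signal, over three deviations above library mean, with baseline fluorescence within five deviations of library mean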;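 further: RGS4 expression induced by doxycycline in cells with stable M3 receptor; B-score is computed from the integrated fluorescence ratio over baseline after carbachol; higher B-score means a larger calcium signal and so more RGS4 inhibition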
MrgX1 PAM: positive allosteric modulators of MrgX1, primary screen, HEK293 cells, Fluo-4 calcium flux. FDSS; active compounds read high. B-score at 10 µM. actives 0.63% (n = 310,000). AID 588675, 2011;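 active means plate-corrected calcium response at least 3 library SD above typical, normal starting fluorescence, not activating the receptor alone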;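 further: compound read alongside a low EC10 to EC30 dose of BAM8-22 agonist; peak minus trough fluorescence over baseline measured at the second addition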
TRPC4 potent: positive allosteric modulators of TRPC4, primary screen, cell-based, mouse TRPC4beta, HEK293 mu-opioid, Fluo-4 calcium; DAMGO EC20, Fluo-4 Ca2+ flux; active compounds read high; B-score at 10 µM; actives 0.42% (n = 310,000); AID 2227, 2009;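 active means B-score of calcium response area above 5 SD of library B-scores, with initial fluorescence ratio within 5 SD of library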;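 further: B-score of integrated fluorescence ratio over time as area under calcium response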
Active calls of the source: *; i = inactive; . = no result given.

SMILES	ANO1 block	ANO1 activ	TRPC6 act	TRPC6 inhibitor	TRPC4 block	MrgX1 antagonist	TRPC4 agonist	MrgX1 agonist	RGS4 inh	MrgX1 PAM	TRPC4 potent
CCOC(=O)N1CCN(Cc2nnc(-c3ccccc3Cl)o2)CC1	i	i	i	i	i	i	i	i	i	i	i
COc1ccc(OCC(=O)Nc2sc3c(c2C(=O)NCC2CCCO2)CCC3)cc1 (stereo not given)	i	i	i	i	i	i	i	i	i	i	i
O=C(CN1C(=O)NC2(CCc3ccccc32)C1=O)Nc1cc(C(F)(F)F)ccc1N1CCOCC1 (stereo not given)	i	.	i	i	i	i	i	i	i	i	i
N#CC1=C2SCN(Cc3ccccc3)CN2C(=O)CC1c1cccs1 (stereo not given)	i	i	i	i	i	i	i	i	i	i	i
CC(C)CC(NS(=O)(=O)c1cccc(C(=O)O)c1)C(=O)O (stereo not given)	i	i	i	i	i	i	i	i	i	i	i
CCOC(=O)c1csc(COc2ccccc2Cl)n1	i	i	i	i	i	i	i	i	i	i	i
Cn1c(C(=O)N(Cc2ccccc2)Cc2cccs2)cc2sccc21	i	i	i	i	i	i	i	i	i	i	i
O=C1COc2ccc(S(=O)(=O)N3CCN(c4ccccc4)CC3)cc2N1	i	i	i	i	i	i	i	i	i	i	i
NC(=O)c1ccc(Nc2ccc([N+](=O)[O-])cc2[N+](=O)[O-])cc1	i	i	i	i	i	i	i	i	i	i	i
Cc1ccc(CNC(=O)CN(c2ccc(C)cc2)S(=O)(=O)c2c(C)n[nH]c2C)cc1	i	i	i	i	i	i	i	i	i	i	i
CC(C)(C)n1nc2c(c1NC(=O)c1ccc(S(=O)(=O)N3CCCC3)cc1)CS(=O)C2 (stereo not given)	i	i	i	i	i	-5.7*	i	i	i	i	i
O=C(Nc1ccccc1)Nc1scc2c1c(=O)oc1ccccc12	i	.	i	i	i	i	i	i	i	i	i
CCOCCOC(=O)COc1ccc(N2C(=O)c3ccccc3C2=O)cc1	.	.	i	i	i	.	i	.	i	.	i
COc1ccccc1CCNC(=O)C(=O)Nc1cc2c3c(c1)CC(=O)N3CCC2	i	i	i	i	i	i	i	i	i	i	i
COc1cc(NC(=O)c2ccccc2C)c(OC)cc1NC(=O)CN1CCOCC1	i	i	i	i	i	i	i	i	i	i	i
COc1ccc(-n2nnc3c(SCC(=O)NCC4CCCO4)ncnc32)cc1 (stereo not given)	i	i	.	.	.	i	.	i	.	i	.
CC1(C)CC(=O)C(C=Nc2cccnc2)=C(O)C1	i	i	i	i	i	-4.6*	i	i	i	i	i
O=Cc1cn(-c2ccccc2)nc1-c1cc2cc(O)ccc2oc1=O	i	i	i	i	.	i	i	i	i	i	i
O=C(COC(=O)COc1ccc(Cl)cc1)Nc1ccc(F)c([N+](=O)[O-])c1	i	i	i	i	i	i	i	i	i	i	i
CC(NC(=O)Cn1cccc1)c1ccccc1 (stereo not given)	i	i	i	i	i	i	i	i	i	i	i
O=C(COc1ccccc1-c1ccccc1)c1ccccc1	i	i	i	i	i	i	i	i	i	i	i
NC(=O)C(c1ccccn1)c1ncc(C(F)(F)F)cc1Cl (stereo not given)	i	i	i	i	i	i	i	i	i	i	i
COc1ccc(NC(=S)NC(=O)/C=C/c2ccco2)c(OC)c1	i	i	i	i	i	i	i	i	i	i	i
COc1ccc(OC)c(N(CC(=O)Nc2ccc(NC(C)=O)cc2)S(C)(=O)=O)c1	i	i	i	i	i	i	i	i	i	i	i
COc1ccc(C(=O)NCc2cn3c(C)csc3n2)cc1OC	i	i	i	i	i	i	i	i	i	i	i
CC1CC(=O)Nc2ccccc2N1S(=O)(=O)c1ccc(C(F)(F)F)cc1 (stereo not given)	i	i	i	i	i	i	i	i	i	i	i
Cc1nc2sc(C(c3ccco3)N3CCN(c4ccccc4)CC3)c(O)n2n1 (stereo not given)	i	i	i	i	i	i	i	i	i	i	i
COCCCNC(=O)Cc1ccc(-n2c(C)nc3cccnc32)cc1	i	i	i	i	i	i	i	i	i	i	i
COc1ccc2c(c1)CCCC21NC(=O)N(CC(N)=O)C1=O (stereo not given)	i	i	i	i	i	i	i	i	i	i	i
CCn1c(SCC(=O)Nc2ccccc2C(=O)OC)nnc1-c1ccoc1C	i	i	i	i	i	i	i	i	i	i	i
Clc1ccc(-c2cn3ccccc3n2)cc1	i	i	i	i	i	i	i	i	i	i	i
Cc1ccc(NC(=O)CS(=O)(=O)c2cn(C)c3ccccc23)c(C)c1	i	i	i	i	i	i	i	i	i	i	i
COc1ccc(NC(=O)c2ccc(C)o2)c([N+](=O)[O-])c1	i	i	i	i	i	i	i	i	i	i	i
CC1CCCN(C(=O)COC(=O)Cc2ccc(Cl)cc2)C1 (stereo not given)	i	i	i	i	i	i	i	i	i	i	i
O=S(=O)(c1ccc(Cl)c(NC(=S)N/N=C/c2ccc(O)cc2)c1)N1CCOCC1	i	i	i	-9.1*	i	i	i	i	i	i	i
Cc1cccc(OCC(=O)Nc2nnc(S(=O)(=O)N3CCCCC3)s2)c1	i	i	i	i	i	i	i	i	i	i	i
CC(=O)c1ccc(NC(=O)CN2CCN(c3ccccc3)CC2)cc1	i	i	i	i	i	i	i	i	i	i	i
CCOC(=O)NN1C(=O)c2ccccc2NC1c1ccc(OC)cc1 (stereo not given)	i	i	i	i	i	i	i	i	i	i	i
CCOC(=O)c1c(S(=O)(=O)NCC2CCN(Cc3cccc(F)c3)CC2)c(C)n(C)c1C	i	i	i	i	i	i	i	i	i	i	i
COc1ccc2nc(NC(=O)CSc3nc4ccccc4o3)sc2c1	i	i	i	i	i	i	i	i	i	i	i
O=C(c1cnn2c(C(F)F)cc(-c3ccccc3)nc12)N1CCc2ccccc21	i	i	i	i	i	-4.7*	i	i	i	i	i
O=C(CSc1ccccc1Cl)NC1CCCc2ccccc21 (stereo not given)	i	i	i	i	i	i	i	i	i	i	i
Clc1ccc(OCCCN2CCc3ccccc3C2)c(Br)c1	i	i	i	i	i	i	i	i	i	i	i
CC1CCCN(C(=O)C(Cc2ccccc2)n2cccc2)C1 (stereo not given)	i	i	i	i	i	i	i	i	i	i	i
COc1ccc(C(=O)NNC(=O)Nc2ccc(C)cc2)cc1	i	i	i	i	i	i	i	i	i	i	i

Exported comma-delimited: entries from further up
structure,ANO1 block,ANO1 activ,TRPC6 act,TRPC6 inhibitor,TRPC4 block,MrgX1 antagonist,TRPC4 agonist,MrgX1 agonist,RGS4 inh,MrgX1 PAM,TRPC4 potent
COc1ccc2nc(NC(=O)CSc3nc4ccccc4o3)sc2c1,i,i,i,i,i,i,i,i,i,i,i
O=C(c1cnn2c(C(F)F)cc(-c3ccccc3)nc12)N1CCc2ccccc21,i,i,i,i,i,-4.7*,i,i,i,i,i

(listing goes on)
SMILES	ANO1 block	ANO1 activ	TRPC6 act	TRPC6 inhibitor	TRPC4 block	MrgX1 antagonist	TRPC4 agonist	MrgX1 agonist	RGS4 inh	MrgX1 PAM	TRPC4 potent
COc1cc(OC)c(C(=O)OCC(=O)N2CC(=O)Nc3ccccc32)cc1OC	i	i	i	i	i	i	i	i	i	i	i
NC(=O)c1ccc2nc(NC(=O)c3ccc(N)cc3)sc2c1	.	i	i	i	i	.	i	.	i	.	i
COc1ccc(NC(=O)c2ccc3c(=O)n(Cc4ccco4)c(=S)[nH]c3c2)c(OC)c1	i	i	i	i	i	i	i	i	i	i	i
CC(C)(C)[C@@H]1C=C(C(=O)N2CCN(Cc3ccccc3)CC2)O[C@H](OCCCCO)C1	i	i	i	i	i	i	i	i	i	i	i
Cc1cc(C(F)(F)F)nn1CC(=O)N1CCCC1	i	i	i	i	i	i	i	i	i	i	i
Cc1cccc(CC(=O)Nc2ccc(C(=O)N3CCOCC3)cc2)c1	i	i	i	i	i	i	i	i	i	i	i
COc1ccc(C(=O)Nc2nc3ccc(S(C)(=O)=O)cc3s2)cc1OC	i	i	i	i	i	i	i	i	i	i	i
COc1ccccc1NC(=O)Nc1ccc2[nH]c(=O)[nH]c2c1	i	i	i	i	i	i	i	i	i	i	i
CCCC(=O)Nc1cccc(NC(=O)CN2CCN(c3ccccc3OC)CC2)c1	.	i	i	i	i	.	i	.	i	.	i
O=C(COc1nsnc1N1CCOCC1)Nc1cccc(Cl)c1	i	i	i	i	i	i	i	i	i	i	i
CCOc1ccc(S(=O)(=O)N2c3ccccc3CC2C)cc1 (stereo not given)	100*	i	i	i	i	i	i	i	i	i	i
CN1CCN(c2ccc(NC(=O)N3CCc4ccccc43)cc2)CC1	i	i	i	i	i	i	i	i	i	i	i
CC(=O)Nc1ccc(S(=O)(=O)NCC(=O)OCC(=O)NC(=O)C2CCCCC2)cc1	i	i	i	i	i	i	i	i	i	i	i
CCOc1ccc(NC(=O)CSc2nc3ccccc3nc2N2CCOCC2)cc1	i	i	i	i	i	i	i	i	i	i	i
COc1ccc2oc(-c3ccc(NC(=O)c4ccc(N5CCOCC5)c([N+](=O)[O-])c4)cc3)nc2c1	i	i	i	i	i	i	i	i	i	i	i
CCN(Cc1ccncc1)C(=O)c1ccc(Br)o1	i	i	i	i	i	i	i	i	i	i	i
O=c1c2c3c(sc2n2cnnc2n1CCc1ccccc1)CCCC3	i	i	i	i	i	i	i	i	i	i	i
COc1cc(/C=N/OCC(=O)NC23CC4CC(CC(C4)C2)C3)ccc1OCc1ccccc1	i	i	i	i	i	i	i	i	i	i	i
O=C(CSc1nnc(C2COc3ccccc3O2)o1)NC1CCCCC1 (stereo not given)	i	i	i	i	i	i	i	i	i	i	i
CC1CCN(C(=O)c2ccc3c(c2)OCO3)CC1	i	i	i	i	i	i	i	i	i	i	i
Cc1cc(C)n(/N=C/c2cccc([N+](=O)[O-])c2)c(=O)c1	i	i	i	i	i	i	i	i	i	i	i
